Screens from PubChem.
FUS suppressor: rescues growth of FUS-expressing yeast; S. cerevisiae FUS-expressing, growth rescue, OD600, 24 h; Potency, µM (highest dose often 76.6 µM), for the others: at the highest dose growth rescue (activation), actives largely listed as activators; 390,000 tested, 0.24% active; AID 1347120;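 further: potency means the concentration at half of the fitted maximal effect; plate controls were DMSO vehicle for no effect and reference control for full effect; nearly all actives have a fitted effect of over 55% in size; some results filed as inactive show a strong effect at the top dose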
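FUS-expressing yeast, raffinose-pregrown, induced in 2% galactose minimal medium at OD 0.005; compounds in a dilution series, 24hr at 30C. Growth restoration read as absorbance at 600 nm. CP55940 positive control, DMSO negative.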
PI5P4K alpha inh: PI5P4K alpha (human) kinase inhibition; max response, %; 330,000 tested, 1.2% active; P48426; PI5P4Kalpha enzyme, ADP-Glo luminescence, 60 min; hits give low values; active means max response of -50% or lower; inconclusive means between -30% and -50%; inactive means -30% or higher; further: value at the top dose of about 77 µM; on the % scale 0 is the no-effect control and ±100 the full control effect
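Single end-point luminescence (ADP-Glo) quantified ADP from PI5P4Kalpha turnover; ATP 5 microM final, 1 h at RT, 0.1% CHAPS and 0.28 mM EGTA in HEPES pH 7.4.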
PLK1 PBD block: inhibitors of human PLK1 polo-box domain binding | Plk1 PBD binding of FITC phosphopeptide, fluorescence polarization | P53350 | 360,000 tested, 2.8% active | AID 720504 | Potency, µM, for the others: max response, negative = inhibition, hits mostly inhibitors; further: potency means the concentration at half of the fitted maximal effect; series mostly up to about 57 µM; on the % scale 0 is the no-effect control and ±100 the full control effect; nearly all actives have a fitted effect of over 65% in size
IL-2 act: activates IL-2 in a cell-based reporter assay | 360,000 tested, 0.065% active | activation, % (series mostly up to about 46 µM) | IL-2 activation reporter assay, cell-based qHTS; stimulated with anti-CD3/CD4/CD28 beads; in transgenic mouse T cells; in the data active means activation above about 50%; inconclusive means mostly about 30% to 49%; further: 0% is about no effect
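Unstimulated transgenic mouse T cells preincubated 60 min with compound, then stimulated with anti-CD3/anti-CD4-coated beads plus anti-CD28 for 18 h at 37 degrees C. IL-2 response read as EGFP and DsRed fluorescence by plate cytometry.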
Abeta yeast res: A-beta toxicity reversal in yeast. yeast expressing A-beta42, growth rescue, OD600, 48 h; response scale: 0% DMSO, 100% iron-clioquinol control. Potency, µM (highest dose often 46.1 µM), without a hit: at the highest dose growth rescue, hits mostly activators. 410,000 tested, 0.063% active; further: potency means the concentration at half of the fitted maximal effect; nearly all actives have a fitted effect of over 55% in size
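Growth rescue measured by 600 nm absorbance after 48 h yeast culture at 30 C with compound. Values normalized between DMSO and an equimolar ferric chloride plus clioquinol control.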
EPAC1 antagonist: antagonists of human EPAC1. 360,000 tested, 0.14% active. Potency, µM (top dose mostly 115 µM), for inactives: at the top dose activity change, negative = inhibition, most hits filed as inhibitors. EPAC1 GEF assay, Rap1b-BODIPY-GDP exchange fluorescence;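 further: potency means the concentration at half of the fitted maximal effect; plate controls were vehicle for no effect and positive control for full effect; nearly all actives have a fitted effect of over 50% in size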
Target sequence (O95398 whole entry, looked up): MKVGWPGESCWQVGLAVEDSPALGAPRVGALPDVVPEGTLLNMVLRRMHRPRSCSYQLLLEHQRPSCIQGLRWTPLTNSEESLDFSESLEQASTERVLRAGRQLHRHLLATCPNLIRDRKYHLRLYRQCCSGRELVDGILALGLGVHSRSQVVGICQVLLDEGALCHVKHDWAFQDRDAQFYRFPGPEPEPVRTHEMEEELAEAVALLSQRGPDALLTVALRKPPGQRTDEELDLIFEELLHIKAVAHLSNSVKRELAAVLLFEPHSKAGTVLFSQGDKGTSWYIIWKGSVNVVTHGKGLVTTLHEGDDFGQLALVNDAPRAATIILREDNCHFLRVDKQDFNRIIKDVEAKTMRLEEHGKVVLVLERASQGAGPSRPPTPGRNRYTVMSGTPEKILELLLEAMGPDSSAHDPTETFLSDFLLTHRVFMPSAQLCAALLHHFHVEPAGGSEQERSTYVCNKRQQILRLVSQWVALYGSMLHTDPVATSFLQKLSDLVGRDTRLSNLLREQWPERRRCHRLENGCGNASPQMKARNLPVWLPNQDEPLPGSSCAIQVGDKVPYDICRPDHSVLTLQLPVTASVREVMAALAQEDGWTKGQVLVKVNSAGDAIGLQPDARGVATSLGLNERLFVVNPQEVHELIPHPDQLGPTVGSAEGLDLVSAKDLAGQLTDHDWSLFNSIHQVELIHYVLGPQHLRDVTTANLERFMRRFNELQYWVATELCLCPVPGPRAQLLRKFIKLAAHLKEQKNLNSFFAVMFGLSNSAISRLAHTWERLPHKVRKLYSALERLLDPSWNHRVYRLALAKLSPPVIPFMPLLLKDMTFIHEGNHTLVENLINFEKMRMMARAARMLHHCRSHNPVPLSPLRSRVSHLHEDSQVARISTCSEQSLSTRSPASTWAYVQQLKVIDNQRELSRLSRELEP
EPAC1 agonist: activates human EPAC1 exchange factor | O95398 | EPAC1 agonist qHTS, biochemical assay; response scale: 100% = response to 6.5 mM cAMP | Potency, µM (titrated, usually from 154 µM), without a hit: at the highest dose activation, usual class: activators | 360,000 tested, 0.073% active; further: potency means the concentration at half of the fitted maximal effect; nearly all actives have a fitted effect of over 60% in size
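EPAC1 100 nM, Rap1B–BODIPY-GDP 250 nM, unlabeled GDP 50 uM; compound titration; 5 min RT; kinetic read ex480/em540 at 5-min intervals ×30 min; data normalized to 6.5 mM cAMP agonist control.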
WRN helicase inh: blocks human WRN helicase. Q14191. WRN helicase unwinding, fluorescent forked duplex, kinetic. Potency, µM (series often up to 114 µM), inactives show at the highest dose activity change, negative = inhibition, most hits filed as inhibitors. 360,000 tested, 0.46% active. AID 651768; further: potency means the concentration at half of the fitted maximal effect; on the % scale 0 is the no-effect control and ±100 the full control effect; nearly all actives have a fitted effect of over 55% in size
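Kinetic fluorescence helicase assay: unwinding of a quenched forked DNA duplex (100 nM final) with 2 mM ATP final raises red fluorescence (525/598 nm). Compounds sat 15 min at room temperature with 20 nM WRN beforehand.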
Numbers without * were called inactive; ? = inconclusive; / = not tested or not shown; [ ] = another dose, or the depositor's remark. Unless noted, the call rests on the fitted dose curve; in most records, active means well fitted curve in the direction sought with a large enough effect; inconclusive means small, poorly fitted or top-dose-only effect, or another doubt; inactive means no such curve, though single readings can be large; an effect the other way counts as inactive or inconclusive.

SMILES	FUS suppressor	PI5P4K alpha inh	PLK1 PBD block	IL-2 act	Abeta yeast res	EPAC1 antagonist	EPAC1 agonist	WRN helicase inh
CCOc1ccc(-c2c(C(=O)N/N=C/c3ccco3)nnn2-c2nonc2N)cc1	22%	-28	-3%	-5.5	3%	22%	-8%	-20%
N/C(=N\c1nc2ccccc2o1)NC(=O)c1ccc([N+](=O)[O-])cc1	-2%	4	0%	-0.4	2%	21%	6%	3%
COc1ccc(NC(=O)CCC(=O)N/N=C/c2cccnc2)cc1	-32%	2	-4%	-0.3	-7%	-16%	0%	-15%
COc1ccccc1N1CCN(S(=O)(=O)c2cc(C)sc2C)CC1	27%	7	-3%	-2.2	2%	14%	17%	-8%
Cc1ccc(OCCN(C)C(=O)C2CCC(=O)N(CC3CCCCC3)C2)cc1 (stereo unspecified)	?	9	2%	0.0	/	-10%	7%	-3%
CCS(=O)(=O)c1nc2ccccc2n1Cc1ccccc1Cl	3%	-10	-8%	-2.4	-8%	-14%	12%	-1%
CN1CCN(NC(=O)c2cn(-c3ccccc3)nc2-c2cccs2)CC1	-14%	1	?	-0.3	4%	0%	4%	6%
CCc1noc(C)c1C(=O)N1CCN(S(=O)(=O)c2ccc(C)cc2)CC1	-6%	-4	0%	-0.6	-9%	1%	-1%	-5%
O=C(N/C(=C\c1ccccc1)C(=O)N1CCN(CCO)CC1)c1ccccc1	/	2	-9%	-2.1	-12%	2%	1%	1%
CC1CCC/C(=N\Nc2ccc(Cl)c(C(=O)O)c2)C1 (stereo unspecified)	12%	-10	-25%	-1.1	-1%	-13%	11%	?
COc1ccc(C(=O)O/N=C(\N)c2ccc(Cl)cc2)cc1	-28%	13	-1%	-1.3	-14%	-9%	-1%	-6%
O=S(=O)(Nc1cc(S(=O)(=O)N2CCOCC2)ccc1Cl)c1ccccc1	/	-2	-5%	0.6	5%	15%	0%	-20%
CCn1c(SCC(=O)Nc2cc(C)ccc2C)nnc1-c1cnccn1	10%	-3	-1%	-3.0	-25%	-1%	6%	-12%
O=C(CN1C(=O)c2ccccc2S1(=O)=O)c1ccccc1F	-28%	0	0%	-4.9	-11%	-1%	-10%	3%
Cc1cc(=O)n(C(NC(=O)c2ccccc2)C(=O)c2ccccc2)cn1 (stereo unspecified)	10%	/	-7%	-2.2	7%	9%	0%	0%
Cn1nc(-c2ccccc2)c(CN2CCN(c3ncccn3)CC2)c1Cl	-43%	14	-3%	-0.4	16%	-16%	7%	-3%
O=C(C1=C[C@@H](C2CCCCC2)C[C@@H](OCCCCO)O1)N1CCN(Cc2ccccc2)CC1	7%	2	-6%	0.3	0%	14%	-16%	2%
Cc1ccccc1CSCC(=O)Nc1ccccc1Br	?	-1	-12%	0.3	-1%	12%	8%	3%
COc1cccc(-c2csc(N3CCN(C(=S)Nc4ccccc4Cl)CC3)n2)c1	-1%	/	-8%	-1.3	18%	-15%	18%	-18%
O=C(CSc1nnc(NC(=O)c2c(F)cccc2F)s1)NCc1ccc(F)cc1	-8%	-4	-2%	-0.3	13%	-8%	4%	-17%
CCOC(=O)CN(c1ccccn1)S(=O)(=O)c1ccc(OC)cc1	-13%	0	-3%	-3.7	-3%	?	0%	0%
Cc1ccc(S(=O)(=O)N2CCN(C(=O)CNC(=O)c3ccc(Br)o3)CC2)cc1	8%	3	-3%	0.1	-10%	7%	6%	3%
O=C(CC(CC(=O)c1ccccc1)c1ccccc1)c1ccccc1	14%	13	-3%	-0.5	6%	-18%	11%	-4%
C=CCN=C1S/C(=C\c2ccc(Cl)cc2)C(=O)N1CC=C	24%	-5	0%	-2.4	6%	4%	-7%	-8%
Cc1ccc(N2CC(O)=C(c3nc4ccccc4c(=O)[nH]3)C2=N)cc1C	1%	10	?	0.5	-12%	-4%	6%	-32%[57.1 µM]
O=C(NCCOc1ccccc1)C1CCCN1C(=O)c1cccs1 (stereo unspecified)	14%	4	-3%	0.0	-3%	-9%	1%	0%[57.1 µM]
O=C(N/N=C/c1cccnc1)c1ccccc1OCc1ccc(Br)cc1	30%	-3	-6%	-0.2	-21%	1%	-1%	-4%
CCn1cc(C(=O)Nc2ccc3c(c2)OCCO3)c2cc(OC)c(OC)cc2c1=O	40%	-4	-1%	-2.1	-12%	-10%	-4%	-17%
CCCCN1CC(COCc2ccccc2)Oc2cccc(Oc3ccc(OC)cc3)c2S1(=O)=O (stereo unspecified)	-1%	3	-2%	-1.0	8%	-24%	-8%	-8%
Cc1ccc(C(CNC(=O)Nc2ccc(Cl)cc2)N2CCN(C)CC2)cc1 (stereo unspecified)	-14%	-4	-6%	-3.1	5%	27%	7%	-3%
COc1ccc(N2CCN(C(CNC(C)=O)c3ccc4c(c3)OCO4)CC2)cc1 (stereo unspecified)	28%	4	-23%	0.6	-10%	-16%	-8%	-2%
COc1ccc(-c2cc3c(=O)n(CC(=O)NCCCN4CCC(N5CCCCC5)CC4)nc(C)n3n2)cc1	-2%	4	-8%	0.2	-5%	13%	10%	5%
COc1ccccc1CCNC(=O)c1csc2c1CCCC2	15%	2	-12%	-0.9	?	-20%	9%	4%
COc1ccccc1N(CC(=O)NC1CCCC1)C(=O)CCC(=O)Nc1cc(C)on1	16%	2	2%	-3.8	-9%	7%	-2%	3%
O=C(NN=Cc1ccc2c(c1)CCN2)c1cccs1	-16%	-1	7%	-2.0	11%	8%	2%	2%
CCOc1cc(NC(=S)NCC2CCCO2)c(OCC)cc1NC(=O)c1ccccc1F (stereo unspecified)	23%	-1	-15%	-0.8	6%	-28%	14%	-13%
CCc1ccc(NC(=O)C2CCCN(S(=O)(=O)c3cccs3)C2)cc1 (stereo unspecified)	-12%	5	1%	-0.2	-15%	-23%	-8%	5%[57.1 µM]
Cc1nn(C)cc1/C=N/NC(=O)c1sc2ccccc2c1Cl	28%	1	-10%	-0.8	-15%	10%	-10%	2%
CCCCN(C(=O)CCC(=O)Nc1cc(C)on1)C(C(=O)NC1CCCC1)c1ccc(OCC)cc1 (stereo unspecified)	41%	2	-1%	0.1	5%	-11%	-8%	9%
CC1(C)CC(NS(=O)(=O)c2ccccc2)CC(C)(C)N1	-19%	0	-8%	0.0	3%	-10%	8%	2%
CCOC(=O)c1sc(-n2[nH]c(C)cc2=O)nc1C	42%	0	-7%	-0.3	7%	11%	-5%	-17%
O/N=C1\CCCc2oc3c(c21)CCCC3	17%	/	-10%	-2.5	-11%	9%	9%	6%
COc1ccccc1/C=C/C(=O)N1CCOCC1	-6%	0	-7%	-2.1	-9%	5%	-5%	5%
C=CC1=C2C=C(C3CC3)N(C3CC3)C=C2C(=O)C(C)(OC(=O)c2ccco2)C1=O (stereo unspecified)	21%	0	?	-1.1	-8%	2%	-13%	2%
COC(=O)c1cccc(NC(=O)c2nn(C(C)C)c(=O)c3ccccc23)c1	26%	/	-9%	-1.4	-2%	4%	0%	-13%
CN(C)C(=O)/C(C#N)=C\c1cc(Br)c(Sc2ccc(Cl)cc2)o1	16%	-3	-14%	0.1	1%	5%	7%	-7%
O=C1CCN(C(=O)c2ccccc2)c2ccccc21	-24%	-16	-22%	2.0	-1%	7%	8%	2%
Cc1cc(NC(=O)c2ccc(C(C)(C)C)cc2)no1	4%	0	?	0.6	13%	0%	-6%	9%
CSc1ccccc1OCc1cc(C(=O)NCCc2ccco2)no1	10%	-10	3%	1.7	16%	6%	-1%	-12%
COc1ccc(Cl)cc1NC(=S)NCc1cccs1	-4%	-4	?	1.8	-5%	-12%	12%	-4%
COc1ccc(-c2nc(CN3CCCCC3CCc3ccccn3)c(C)o2)cc1 (stereo unspecified)	19%	-8	-5%	0.2	-3%	-10%	3%	0%
CC(OC(=O)/C=C/c1cccc(Cl)c1)C(=O)NC1CCCCC1C (stereo unspecified)	-19%	-1	0%	-5.2	-7%	14%	-8%	3%
O=C(CCn1c(=O)oc2ccccc21)NCCN1CCOCC1	-24%	-1	-12%	1.2	-6%	13%	-1%	-7%
CC(=O)NCc1nnc2c3ccccc3c(-c3ccccc3)nn12	7%	-10	9%	0.7	8%	4%	8%	-3%
Cc1nn(CC2CC2)c(=O)n1-c1ccccc1F	8%	0	-7%	0.5	6%	-21%	0%	-5%[57.1 µM]
O=C1NC[C@@H](CCCCN2C[C@H](Cc3ccc(O)cc3)N(CCc3ccccc3)C(=O)C2=O)N(CC2CCCCC2)C1=O	?	-2	-3%	0.8	-8%	-12%	-1%	-1%
COC(=O)CSc1ccc(S(=O)(=O)N2CCC(C)CC2)cc1[N+](=O)[O-]	/	-11	-3%	-3.7	9%	-5%	-10%	-11%
CCNC(=O)COc1ccc(Br)cc1Cl	3%	2	-11%	-4.2	5%	1%	0%	0%
CC(=O)N1CCOc2ccc(S(=O)(=O)N3CCC(C(=O)Nc4cc(C)cc(C)c4)CC3)cc21	15%	0	3%	0.7	-5%	-6%	0%	-5%
Cc1ccc(C)c(NC(=O)CC2Oc3ccccc3NC2=O)c1 (stereo unspecified)	25%	-11	-4%	-1.6	-4%	-8%	-22%	-7%[57.1 µM]
The list goes on.
SMILES	FUS suppressor	PI5P4K alpha inh	PLK1 PBD block	IL-2 act	Abeta yeast res	EPAC1 antagonist	EPAC1 agonist	WRN helicase inh
CCOc1cc(N2CCOCC2)c(OCC)cc1NC(C)C(=O)N1CCN(CC)CC1 (stereo unspecified)	19%	?	?	3.0	-29%	?	-2%	?
COc1ccc(NS(=O)(=O)c2cc([N+](=O)[O-])ccc2NN=Cc2ccccc2OCC(=O)O)cc1	?	-17	?	0.6	-13%	5%	-3%	-4%
OC(c1ccc(F)cc1)c1nc(-c2ccc(F)c(Cl)c2)cs1 (stereo unspecified)	27%	31	3%	-0.5	0%	-15%	0%	-1%
CN1CCC(OC(=O)c2ccccc2Cl)CC1	18%	-1	-10%	-3.4	-2%	2%	-6%	3%

Four records picked at random from the list so far, as already listed:
SMILES	FUS suppressor	PI5P4K alpha inh	PLK1 PBD block	IL-2 act	Abeta yeast res	EPAC1 antagonist	EPAC1 agonist	WRN helicase inh
OC(c1ccc(F)cc1)c1nc(-c2ccc(F)c(Cl)c2)cs1 (stereo unspecified)	27%	31	3%	-0.5	0%	-15%	0%	-1%
COc1ccc(NS(=O)(=O)c2cc([N+](=O)[O-])ccc2NN=Cc2ccccc2OCC(=O)O)cc1	?	-17	?	0.6	-13%	5%	-3%	-4%
CCOc1cc(N2CCOCC2)c(OCC)cc1NC(C)C(=O)N1CCN(CC)CC1 (stereo unspecified)	19%	?	?	3.0	-29%	?	-2%	?
CN1CCC(OC(=O)c2ccccc2Cl)CC1	18%	-1	-10%	-3.4	-2%	2%	-6%	3%
